# S100A4 MyoIIA – S100A4-myosin IIA interaction inhibition; S100A4/TAMRA-MyoIIA peptide fluorescence polarization; inhibition, % at 10.7 µM; 360,000 compounds, 0.14% hits;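 active = mean inhibition of at least 70% across replicates, with every replicate also reaching that level; inconclusive = mean inhibition reaches 70% but some replicates fall short; inactive = mean inhibition below 70%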
# Target sequence (P26447 whole entry, looked up): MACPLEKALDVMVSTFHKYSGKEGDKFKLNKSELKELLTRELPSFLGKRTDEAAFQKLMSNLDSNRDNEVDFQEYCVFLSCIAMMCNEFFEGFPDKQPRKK
#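 assay system = human S100A4 monomer with TAMRA-labelled myosin IIA peptide | also added = labelled myosin peptide probe, 5 nM | incubation = 5 min between mix addition and reading | control set = DMSO and TFP controls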
# XiGFP reactiv – activators of X-chromosome reactivation in mouse fibroblasts; activation, % at 7.58 µM; XiGFP mouse fibroblasts, % GFP-positive cells imaging, 3 d; cells co-treated with 5-aza-dC sensitizer; scaled so ellipticine positive control = 100%; AID 743238; 360,000 compounds, 0.055% hits;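 active = mean normalized replicate activation at least 10% and every replicate at or above 10%; inconclusive = only one of the two criteria met; inactive = mean below 10% and not all replicates reach 10%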;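 note: 0% = median of on-plate neutral control wells and 100% = ellipticine 6 µM median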
#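 Assay system – SV40-immortalized XiGFP fibroblast cells, line 68-5-11 · Buffer or medium – DMEM supplemented with 5-aza-dC as sensitizing agent · Dosing – one concentration, pinned · Benchmarks – positive control ellipticine, 6 µM final · Times – 3 days compound exposure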
# RAD52 anneal inh – RAD52 (human) annealing inhibition | recombinant RAD52 DNA annealing, FRET fluorescence | inhibition, % at 18.7 µM | 360,000 compounds, 0.46% hits | P43351;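 active = every replicate showing at least 50% inhibition; inconclusive = mean inhibition at least 50% but not in every replicate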
# EWS-Fli block – inhibitors of EWS/Fli oncoprotein transcriptional activity; inhibition, % at 12.6 µM; A673 NR0B1-luciferase reporter, viability-normalised; AID 651661; 350,000 compounds, 0.67% hits;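 active = mean inhibition of at least 50% after viability correction, with every replicate also passing that limit; inconclusive = mean reaches 50% but only one of two replicates passes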;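 note: firefly luciferase signal divided by Alamar Blue viability fluorescence both relative to DMSO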
# FN deposition inh – fibronectin deposition inhibition | inhibition, % at 12.6 µM | AH1F fibroblasts, Alexa488-fibronectin deposition fluorescence, overnight | 350,000 compounds, 0.086% hits | AID 743247;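 active = mean inhibition across replicates of 30% or more, regardless of how many single replicates reach that level; inconclusive = mean under 30% yet at least half of replicates reach 30%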;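 note: positive control wells lacked labelled fibronectin entirely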
#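 Assay system: AH1F fibroblasts / Quantity: 10000 cells per well / Medium: DMEM plus 2% serum, read in PBS / Reagent: labelled fibronectin 24 nM / Dosing: single dose, pinned / Times: 1 h cell attachment, overnight exposure to compound and label / Signal: fluorescence, ex 485 nm, em 525 nm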
# esBAF inh – SWI/SNF esBAF complex inhibition; mouse ES cells, Bmi1-luciferase knock-in reporter, 24 h; 100% = twice the neutral-well signal; reporter increase, % at 12.5 µM; 350,000 compounds, 2% hits; in the data active = activation above about 40%; inconclusive = no clear call, values can overlap the other calls;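 note: 0% = median of the plate's neutral control wells and 100% = double that signal; a rise in the Bmi1 reporter signal indicates esBAF inhibition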
# RAD54 branch – blocks human RAD54 Holliday junction branch migration | AID 602329 | Q92698 | FAM/BHQ fluorescence | 360,000 compounds, 0.14% hits | inhibition, % at 10.4 µM;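 active = mean normalized replicate activity at least 40 and at least half of replicates scoring 40 or more; inconclusive = only one of the two criteria met; inactive = mean below 40 and under half of replicates reaching 40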;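 note: 0% = median of neutral control wells and 100% = median of positive control wells; inhibitors cause a drop in the FAM fluorescence signal; in these data hits start at about 50%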
# Target sequence (Q92698 whole entry, looked up): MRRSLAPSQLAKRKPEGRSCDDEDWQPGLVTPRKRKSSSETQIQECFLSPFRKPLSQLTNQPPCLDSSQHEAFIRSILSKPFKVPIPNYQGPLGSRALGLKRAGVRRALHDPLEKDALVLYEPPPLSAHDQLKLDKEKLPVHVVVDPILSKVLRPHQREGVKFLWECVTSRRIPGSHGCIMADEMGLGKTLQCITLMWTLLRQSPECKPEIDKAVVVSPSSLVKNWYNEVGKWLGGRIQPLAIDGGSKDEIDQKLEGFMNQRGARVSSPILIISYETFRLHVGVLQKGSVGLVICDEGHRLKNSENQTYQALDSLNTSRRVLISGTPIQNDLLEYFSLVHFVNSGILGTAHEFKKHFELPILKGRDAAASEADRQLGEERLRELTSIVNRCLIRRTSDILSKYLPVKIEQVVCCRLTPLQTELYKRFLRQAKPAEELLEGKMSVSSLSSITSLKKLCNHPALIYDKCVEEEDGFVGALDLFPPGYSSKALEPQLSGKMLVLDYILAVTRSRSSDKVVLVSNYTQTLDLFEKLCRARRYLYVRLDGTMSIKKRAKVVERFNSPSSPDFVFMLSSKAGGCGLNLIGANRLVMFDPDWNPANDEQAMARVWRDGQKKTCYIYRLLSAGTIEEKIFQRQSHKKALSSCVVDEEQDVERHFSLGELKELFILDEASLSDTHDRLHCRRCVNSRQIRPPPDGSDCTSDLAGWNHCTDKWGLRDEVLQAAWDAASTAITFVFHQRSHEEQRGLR
# E-selectin induc – induces E-selectin expression in human endothelial cells; P16581; HUVEC E-selectin immunofluorescence imaging; normalized: neutral wells 0, TNF-alpha wells 100; activation, % at 7.58 µM; 260,000 compounds, 0.37% hits; AID 686992;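 active = mean E-selectin-positive cell signal at least 10% of the positive control, reached in at least 60% of replicates, without over 20% cell loss; inconclusive = no rule given, readout overlaps actives, possibly toxicity-flagged; inactive = the rest, including those meeting only one limit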;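 note: in these data hits start at about 27%; measured in HUVEC primary endothelial cells; signal is the percent of cells scored E-selectin positive by PE staining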
#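 Read-out: % PE-positive cells | Test system: HUVEC | Doses: One compound dose added by pin transfer | Buffer or medium: EGM-2 over gelatin coat | Signal: Immunofluorescence imaging | Benchmarks: TNF-alpha, DMSO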
# An asterisk follows results filed as active; ? = inconclusive; . = not tested or not shown.
# Second line of a record – S100A4 MyoIIA	XiGFP reactiv	RAD52 anneal inh	EWS-Fli block	FN deposition inh	esBAF inh	RAD54 branch	E-selectin induc
> CC1CCC2(CC1)NC(=O)N(CC(=O)Nc1cccc(S(=O)(=O)N3CCCCC3)c1)C2=O (configuration not stated)
    11	-0.1	-15	18	-3	7	-3	.
> COC(=O)c1sccc1NC(=O)CSc1ccccc1NC(=O)CNC(C)C
    -7	0.3	-18	7	-6	-1	.	0.9
> COCC#Cc1cnc2c(c1)C(=O)N([C@@H](C)CO)C[C@H](C)[C@H](CN(C)C(=O)Nc1c(C)noc1C)O2
    -37	0.0	-15	-12	3	-2	2	-0.3
> CCN(CC)C(=O)c1ccc2nc(-c3ccccc3)c(-c3ccccc3)nc2c1
    -13	-0.2	11	-11	3	.	.	-2.3
> COc1ccc(S(=O)(=O)N(C)C[C@@H]2OCCCC[C@H](C)Oc3ccc(NC(=O)Nc4ccccc4)cc3C(=O)N([C@H](C)CO)C[C@H]2C)cc1
    .	0.0	.	-244	11	7	3	0.2
> Cc1ccc(N2CCN(C(=O)c3cccs3)CC2)c(C)c1
    1	0.1	-9	2	-15	3	4	.
> C[C@@H]1CN([C@@H](C)CO)C(=O)Cc2cc(NC(=O)Nc3ccc4c(c3)OCO4)ccc2O[C@@H]1CN(C)S(=O)(=O)c1cn(C)cn1
    .	0.1	.	2	.	7	-2	1.3
> CC(C)CC#Cc1ccc2c(c1)O[C@H](CN(C)S(=O)(=O)c1ccc(F)cc1)[C@@H](C)CN([C@H](C)CO)S2(=O)=O
    -3	3.8	0	23	-15	5	5	-3.1
> Cc1ccc(CCC(=O)Nc2ccc([N+](=O)[O-])cc2Cl)o1
    -2	0.2	-16	-4	5	9	2	0.3
> CCOC(=O)C1=CC[C@@H](c2cc3cc(OC)ccc3n2C)N(S(=O)(=O)c2ccc(C)cc2)[C@H]1C(=O)OCC
    2	0.3	-2	15	0	7	-7	-0.1
> Cc1noc(C)c1NC(=O)Nc1ccc2c(c1)C(=O)N([C@@H](C)CO)C[C@H](C)[C@@H](CN(C)Cc1ccc(-c3ccccc3)cc1)O2
    -5	-0.3	26	6	.	0	-11	0.8
> Cc1cc(C)nc(CCNC(=O)c2cc(COc3ccc(F)cc3F)on2)n1
    -5	0.0	-18	-2	6	.	-6	-0.1
> NC(=S)N=Nc1c(O)n(CC(=O)Nc2ccccc2)c2ccccc12
    -3	0.3	-24	24	-7	5	5	0.6
> O=C(CCN1CCCCC1)NCC[C@H]1CC[C@H](NS(=O)(=O)c2cccc(F)c2)[C@H](CO)O1
    8	-0.7	4	0	-20	4	5	-0.3
> NC(Cc1ccc(Cl)cc1)c1csc(NC(=O)Nc2ccccc2)n1 (configuration not stated)
    -4	0.1	-42	-3	-9	-24	-2	0.0

# Following part:
# Second line of a record – S100A4 MyoIIA	XiGFP reactiv	RAD52 anneal inh	EWS-Fli block	FN deposition inh	esBAF inh	RAD54 branch	E-selectin induc
> CN(C)C1CN(Cc2cn(Cc3ccc(Cl)cc3)nn2)S(=O)(=O)C1 (configuration not stated)
    -2	0.3	-7	-7	-11	.	.	0.0
> COc1ccc(C(=O)Nc2nc3ccccc3c(=O)[nH]2)cc1
    0	.	6	-6	7	-30	5	.
> CN(C(=O)CO/N=C/c1ccc(OC(F)F)cc1)C1CCS(=O)(=O)C1 (configuration not stated)
    -4	0.0	-16	7	2	.	.	.
> Cc1nnc(C)n1/N=C/c1cccc(Oc2ccccc2)c1
    0	.	-3	19	.	3	-3	.
> CCOC(=O)[C@]12CCC=C1N(CCC1=CCCCC1)C(=O)[C@H](CC(=O)N1CCN(C(=O)c3ccco3)CC1)C2
    -6	0.0	-14	-3	-2	.	.	.
> COc1ccc(/C=C/C(=O)NCc2nc3ccccc3[nH]2)cc1OC
    1	-0.1	-17	11	-2	.	.	.
> CCCN(CCC)C(=O)/C=C/c1cccc([N+](=O)[O-])c1
    2	0.0	-17	2	3	.	.	-0.2
> COc1ccc(-c2csc(NC(=O)c3ccoc3C)n2)cc1
    4	0.0	-21	-87	-8	.	.	0.7
> O=C(C[C@@H]1CC[C@H]2[C@@H](COC[C@H](O)CN2Cc2cccc(C(F)(F)F)c2)O1)NCc1ccncc1
    14	0.0	16	1	-4	-2	2	-0.1
> CCC(C)[C@H](N)C(=O)NC[C@H]1CC[C@H](C(=O)N[C@@H](Cc2ccccc2)C(=O)O)CC1 (some centres not stated)
    0	0.0	-4	-3	2	-5	-5	.
> c1ccc(N=C2SCCCS2)cc1
    3	0.2	8	-10	3	1	-25	-0.1
> CCC1(CC)CNC(=O)NC1=O
    -4	0.1	0	-10	-1	.	.	?
> C[C@@H]1CN([C@H](C)CO)C(=O)Cc2cc(NC(=O)Nc3ccccc3)ccc2O[C@H]1CN(C)C(=O)Nc1ccc2c(c1)OCO2
    4	-0.1	4	-8	.	2	-4	-0.3
> O=C(c1ccco1)N1CCn2cccc2C1c1ccccc1 (configuration not stated)
    7	0.0	-118	5	.	.	.	.
> Cc1cc(C(=O)Nc2ccc(Br)cn2)sc1C
    0	-0.1	-11	-105	-13	16	-4	-0.4

# (list continues)
# Second line of a record – S100A4 MyoIIA	XiGFP reactiv	RAD52 anneal inh	EWS-Fli block	FN deposition inh	esBAF inh	RAD54 branch	E-selectin induc
> OCC[C@H]1C[C@H](O)[C@@H](O)[C@@]2(Cc3ccccc3CO2)O1
    2	0.0	-4	-5	-13	-2	-7	0.0
> COc1ccc(CNC(=O)C[C@H]2C(=O)N(Cc3ccc(OC)cc3)C[C@@H]2Cc2ccccc2)cc1
    1	0.1	-71	-4	9	8	-6	.
> CCc1ccc2[nH]c3nc(SCc4nnc(-c5ccccc5)o4)nnc3c2c1
    -1	0.1	-8	9	6	2	1	.
> CCC(C)NS(=O)(=O)c1ccc(F)c(C(=O)Nc2c(F)cc(F)cc2Br)c1 (configuration not stated)
    10	0.3	0	-3	-1	.	.	11
> Cn1sc(NC(=O)c2ccc(Cl)cc2)nc1=O
    8	.	3	.	0	46*	3	-2.7
> CN(C)C(=O)C[C@H]1CC[C@H]2[C@@H](COC[C@@H](O)CN2CC2CC2)O1
    5	0.1	-12	-3	1	-4	3	0.1
> CO[C@H]1CN(C)C(=O)c2cc(NC(C)=O)ccc2OC[C@@H](C)N(C(=O)CC2CC2)C[C@@H]1C
    -16	0.0	-12	3	-6	-1	-5	-0.2
> CC(OC(=O)c1ccc(NS(=O)(=O)c2cccs2)cc1)C(=O)N(C)C1CCCCC1 (configuration not stated)
    1	0.5	-14	8	-5	.	2	-0.1
> C[C@H]1CN([C@@H](C)CO)C(=O)c2cc(-c3cccc(C#N)c3)cnc2O[C@@H]1CN(C)Cc1cncnc1
    8	0.0	0	-2	-5	-1	11	1.0
> Nc1cc(=O)[nH]c(SCC(=O)Nc2ccccc2-c2ccccc2)n1
    15	0.0	-20	1	.	-9	1	.
> CCCNC(=O)N1[C@H](CO)[C@@H]2c3ccccc3N(C(=O)C3CCC3)C[C@@H]21
    10	0.3	-5	-3	.	-1	4	0.1
> O=C(Nc1ccc(Br)cc1)Nc1cnccn1
    -4	-0.1	-8	-34	4	32	-1	-0.3
> CCOC(=O)C1=C(COC(=O)CNC(=O)c2ccc(C)cc2)NC(=O)NC1C (configuration not stated)
    -1	0.0	-5	.	.	-4	19	-0.6
> CCCCNC(=O)c1cn(CC)c2cc(N3CCN(C)CC3)c(F)cc2c1=O
    -1	0.0	-5	16	5	.	7	6.8
> Brc1ccc(-c2nnc3sc(CNC4CCCC4)cn23)cc1
    3	0.3	-3	6	5	0	-4	0.3

# Reprinted from the part before: two entries, followed by the next part.
# Second line of a record – S100A4 MyoIIA	XiGFP reactiv	RAD52 anneal inh	EWS-Fli block	FN deposition inh	esBAF inh	RAD54 branch	E-selectin induc
> CCCCNC(=O)c1cn(CC)c2cc(N3CCN(C)CC3)c(F)cc2c1=O
    -1	0.0	-5	16	5	.	7	6.8
> Brc1ccc(-c2nnc3sc(CNC4CCCC4)cn23)cc1
    3	0.3	-3	6	5	0	-4	0.3
> Cc1noc(C)c1S(=O)(=O)Nc1ccc2c(c1)C(=O)N([C@H](C)CO)C[C@@H](C)[C@H](CN(C)Cc1ccc(Cl)c(Cl)c1)OCCCC[C@@H](C)O2
    -16	0.2	-8	22	.	0	-4	-0.3
> O=C(CC1CC1)Nc1ccc2c(c1)[C@@H]1C[C@H](CC(=O)N3CCCCC3)O[C@H](CO)[C@@H]1O2
    5	0.0	3	7	-2	2	-4	-0.6
> O=C1CCCN2N=C(SCC(=O)Nc3ccccc3C(F)(F)F)SC2=N1
    1	1.5	2	-1	1	.	-4	-4.4
> O=S(=O)(c1ccccc1)N1CN(Cc2ccc(F)cc2)c2nc3ccccc3nc21
    6	0.1	-15	4	-4	.	.	6.7
> COc1ccccc1NS(=O)(=O)c1cc(C(=O)NCC(c2ccco2)N(C)C)ccc1C (configuration not stated)
    -11	0.0	-9	-9	8	.	.	.
> CCOC(=O)CN1C(=O)C(=O)N(Cc2c(F)cccc2Cl)C1=O
    -4	0.0	-2	1	-4	-1	-1	.
> CCOC(=O)c1c(NC(=O)Cn2cnc3sc(C)c(-c4ccccc4)c3c2=O)sc(C)c1C
    4	0.0	-27	17	0	.	.	0.9
> C[C@@H]1CN([C@@H](C)CO)C(=O)c2cc(NS(=O)(=O)c3cn(C)cn3)ccc2O[C@@H](C)CCCCO[C@@H]1CN(C)C(=O)c1ccccc1
    8	0.0	-1	9	5	-4	-4	0.0
> CCOC(=O)c1[nH]c2ccccc2c1NC(=S)Nc1ccccc1C
    -6	0.2	-74	-26	4	31	-2	1.3
> C[C@@H]1CCCCO[C@@H](CN(C)S(=O)(=O)c2ccccc2)[C@@H](C)CN([C@H](C)CO)C(=O)c2cc(NC(=O)Nc3ccccc3)ccc2O1
    7	-0.1	-9	-1	2	0	-10	.
> Cn1c(CC(=O)Nc2ccccc2F)nnc1SCC(=O)Nc1ccccc1Br
    3	0.3	-7	5	0	2	4	-0.4
> CC(C)(C)NC(=O)C(c1cccc2ccccc12)n1c(=O)c(-c2cc3ccccc3[nH]2)nc2ccccc21 (configuration not stated)
    -3	-0.1	-34	8	-3	.	.	1.7
> Cc1cc(NC(=O)CSCC(=O)N2CCN(c3cccc(C(F)(F)F)c3)CC2)no1
    -1	0.3	0	3	-7	.	.	-0.1
> Cc1ccc(-c2nn(-c3ccccc3)cc2/C=N/n2c(-c3ccncc3)n[nH]c2=S)cc1
    -5	0.0	-11	-38	-11	.	-8	.
> CC(C)CCNC(=O)[C@@H](Cc1ccccc1)NC(=O)[C@H]1O[C@@H](n2ccc(=O)[nH]c2=O)[C@H](O)[C@@H]1O
    -17	0.0	-5	4	-2	.	.	17
> CSC(=NS(=O)(=O)c1ccc(N)cc1)NS(=O)(=O)c1cccs1
    -17	0.0	-26	-3	-4	.	.	.
> CC(C)C[C@H](NC(=O)c1cc2cc(Cl)ccc2n1C)C(=O)N1CCC(C(=O)O)CC1
    -2	0.1	-10	-5	-2	9	-3	0.0
